Screening data as filed in PubChem.
Neddyl block: inhibitors of human cullin neddylation. P61081+Q13564. TR-FRET cullin neddylation, biochemical. calls only at 25 µM. 0.58% of 360,000 active. AID 651699; in the data active means inhibition above about 36%
Rin1-Abl PPI inh: blocks binding of human Rin1 to Abl. P00519+Q13671. TR-FRET Rin1/Abl binding, biochemical. inhibition, % at 7.35 µM. 0.4% of 360,000 active. AID 588664; in the data active means inhibition above about 5%, passing the limit was not always enough
FAS-TE inh: inhibitors of human fatty acid synthase thioesterase domain; 0.67% of 360,000 active; inhibition, % at 15 µM; recombinant FAS-TE, OMFH fluorogenic substrate, fluorescence endpoint;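 active means compounds whose normalised, plate-corrected inhibition of enzyme fluorescence in the single-dose primary screen is 50% or more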;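 further: 0% = DMSO with enzyme and 100% = substrate without enzyme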
eLon inh: inhibitors of E. coli Lon protease. inhibition, % at 7.94 µM. AID 602123. 0.42% of 360,000 active. P0A9M0. purified E. coli Lon protease, fluorescence polarization; in the data active means inhibition above about 13%, passing the limit was not always enough;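 further: 0% = enzyme with probe and DMSO and 100% = no enzyme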
MsrA inhibitor: bovine MsrA inhibition; 0.75% of 360,000 active; purified bovine MsrA, absorbance read-out; AID 651718; inhibition, % at 15.5 µM; in the data active means inhibition above about 4.5%;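 further: 0% = vehicle wells with enzyme and 100% = reference inhibitor wells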
CSN deneddyl inh: blocks human CSN-mediated cullin deneddylation | inhibition, % at 12.5 µM | AID 651999 | Purified CSN, SCF-Nedd8-OG deneddylation, fluorescence polarization | 0.38% of 360,000 active;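 active means pattern-corrected inhibition above about 35%, with an unprinted fluorescence ratio check between 0.5 and 1.5, limit read from the data, passing the limit was not always enough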;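 further: 0% = enzyme with substrate and 100% = substrate without enzyme; some results filed as inactive read as strong as hits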
Target sequence (Q92905 whole entry, looked up, one chain of several): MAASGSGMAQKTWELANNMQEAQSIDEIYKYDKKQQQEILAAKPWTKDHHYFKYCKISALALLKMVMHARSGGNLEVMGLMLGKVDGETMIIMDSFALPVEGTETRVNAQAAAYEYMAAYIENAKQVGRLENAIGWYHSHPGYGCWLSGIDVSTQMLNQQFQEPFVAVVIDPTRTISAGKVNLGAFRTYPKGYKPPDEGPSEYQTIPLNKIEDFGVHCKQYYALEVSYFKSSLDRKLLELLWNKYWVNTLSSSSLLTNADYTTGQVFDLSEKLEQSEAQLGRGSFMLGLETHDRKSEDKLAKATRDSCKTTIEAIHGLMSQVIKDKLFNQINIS
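test system = HEK293T-derived human Csn5 enzyme | amount = 0.24 nM Csn5 enzyme, final concentration | medium = Tris/NaCl/DTT buffer, pH 7.5 | schedule = 90 min reaction at room temperature | signal = FP | evaluation = inhibition of Csn5 cleavage, % | compound dosing = single dose of 12.5 µM compound with 0.25% DMSO | probe or stimulus = 10 nM SCFSkp2-Nedd8OG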
TbMetRS inhib: Trypanosoma brucei MetRS inhibition | AID 624268 | purified T. brucei MetRS, ATP depletion, Kinase-Glo luminescence | 0.4% of 360,000 active | inhibition, % at 11.9 µM;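 active means inhibition above a per-plate cutoff of the control wells' mean inhibition plus 3 SD, cut at about 5.5% in these data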;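 further: 0% = DMSO wells median and 100% = median of wells with control inhibitor compound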
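Dosing: 11.9 µM compound single dose, 0.9% DMSO; Assay system: purified T. brucei MetRS enzyme; Measured by: Kinase-Glo luciferase luminescence reporting remaining unconsumed ATP; Schedule: 15 min plus 2 h at 25 °C.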
bovine MsrA act: bovine methionine sulfoxide reductase A activation; 0.3% of 360,000 active; activation, % at 10.6 µM; AID 602163; purified bovine MsrA, absorbance read-out; in the data active means activation above about 7.5%;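 further: 0% = vehicle and 100% = reference activator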
PABP1 MLLE inh: inhibitors of microRNA-mediated deadenylation, human PABP1 MLLE binding; AID 588489; P11940; GST-MLLE / FITC-PAM2 fluorescence polarization; 0.36% of 360,000 active; inhibition, % at 20 µM; in the data active means inhibition above about 35%, passing the limit was not always enough;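 further: plate controls were DMSO wells with GST-MLLE for no effect and wells lacking GST-MLLE protein for full effect; some results filed as inactive read as strong as hits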
Target sequence (P11940 whole entry, looked up): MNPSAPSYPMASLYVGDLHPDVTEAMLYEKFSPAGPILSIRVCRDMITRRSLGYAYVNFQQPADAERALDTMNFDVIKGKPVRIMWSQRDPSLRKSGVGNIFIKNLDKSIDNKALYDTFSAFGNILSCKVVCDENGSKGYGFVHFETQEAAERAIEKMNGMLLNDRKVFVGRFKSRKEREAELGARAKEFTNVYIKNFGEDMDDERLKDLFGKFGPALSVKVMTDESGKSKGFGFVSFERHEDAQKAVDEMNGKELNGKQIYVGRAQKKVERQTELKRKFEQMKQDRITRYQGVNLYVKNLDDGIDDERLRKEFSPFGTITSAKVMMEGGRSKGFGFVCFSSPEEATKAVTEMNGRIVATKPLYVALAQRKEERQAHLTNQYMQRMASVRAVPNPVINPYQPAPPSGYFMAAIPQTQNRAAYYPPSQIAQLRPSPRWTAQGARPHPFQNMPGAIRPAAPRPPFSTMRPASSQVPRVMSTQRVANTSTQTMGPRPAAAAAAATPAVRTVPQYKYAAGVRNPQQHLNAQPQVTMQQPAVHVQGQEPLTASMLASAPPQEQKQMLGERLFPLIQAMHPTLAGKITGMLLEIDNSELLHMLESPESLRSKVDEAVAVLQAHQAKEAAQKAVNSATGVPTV
* hit, by the source's call; i = inactive; · = not tested or not shown.

SMILES	Neddyl block	Rin1-Abl PPI inh	FAS-TE inh	eLon inh	MsrA inhibitor	CSN deneddyl inh	TbMetRS inhib	bovine MsrA act	PABP1 MLLE inh
c1ccc(CSc2nnc(-c3ccccc3)c(-c3ccccc3)n2)cc1	i	-1	22	3	1.0	-2	-0.1	-2	-9
CC(=O)Nc1ccc(S(=O)(=O)NCc2cn3c(C)csc3n2)cc1	i	-2	-7	-7	0.3	1	0.0	-1	-8
CC(C)CCOCc1nc2sc3c(c2c(=O)[nH]1)CCC(C)C3 (centres undefined)	i	3	-3	-9	-0.2	3	-0.8	-3	-19
CNC(CC(C)C)C(=O)NC1C(=O)NC(CC(N)=O)C(=O)NC2C(=O)NC3C(=O)NC(C(=O)NC(C(=O)O)c4cc(O)cc(O)c4-c4cc3ccc4O)C(O)c3ccc(c(Cl)c3)Oc3cc2cc(c3OC2OC(CO)C(O)C(O)C2OC2C[C@](C)(N)C(O)C(C)O2)Oc2ccc(cc2Cl)C1O (some centres undefined)	i	1	-5	-6	-0.1	4	-1.0	-5	2
COc1cc(C(=O)NCCC(c2ccccc2)c2ccccc2)cc(OC)c1OC	i	-1	21	-17	-2.2	0	-0.3	-1	-16
C[C@@H]1CN([C@@H](C)CO)S(=O)(=O)c2ccc(Br)cc2O[C@H]1CN(C)Cc1ccccn1	i	3	-3	0	-1.5	-1	-1.0	0	5
CN(Cc1cn(-c2ccccc2)nc1-c1cc2ccccc2o1)C(=O)CCC(=O)O	i	0	-2	2	2.6	-9	0.3	-1	-17
CCOC(=O)c1ccc(NC(=O)Nc2ccc(S(N)(=O)=O)cc2)cc1	i	2	4	-5	-0.8	-1	-0.7	-4	-2
CC(C)(CN1CCC(Cc2ccccc2)CC1)NS(=O)(=O)c1ccccc1	i	1	10	2	1.4	0	-0.1	-3	0
O=C(C1=COCCO1)N1CCN(C(c2ccccc2)c2ccccc2)CC1	i	-1	-3	-3	-1.2	1	-1.0	-11	-6
O=C1c2ccccc2-c2ccc(C(=O)N3CCCCC3)cc21	i	-7	-3	1	-1.7	-4	-1.1	-9	11
COc1ccc([C@@H]2[C@H]3C(=O)N(c4cccc(C(F)(F)F)c4)C(=O)[C@H]3ON2C)cc1	i	1	-2	-4	1.1	-1	0.0	0	12
Cc1cccc(CCN(CC(=O)NC2CCCCC2)C(=O)c2csnn2)c1	i	3	-4	-10	0.3	-9	-0.1	-2	4
Cc1cccc(N2CCN(CC(O)COc3ccc(Cl)cc3)CC2)c1 (centres undefined)	i	3	1	0	-0.5	-1	-0.7	-1	0
CCOC(=O)N1CCN(C(=O)CCn2c(=S)[nH]c3ccccc3c2=O)CC1	i	3	-2	1	-0.3	0	-0.7	-3	-69
COc1cc(CN2CC(=O)N(c3cccc(Cl)c3C)C2=S)cc(OC)c1OC	i	1	9	-7	0.2	-2	-0.4	7	18
Cc1ccccc1-n1c(-c2ccc(=O)[nH]n2)n[nH]c1=S	i	2	-2	8	1.0	3	0.0	1	-16
CC(=O)Oc1ccccc1C(=O)C=Cc1cccc([N+](=O)[O-])c1	i	3	4	-4	0.9	13	0.3	-2	-4
Cc1ccccc1OCC(=O)N1N=C(C(F)(F)F)CC1(O)C(C)(C)C (centres undefined)	i	3	6	6	-0.6	3	-0.4	0	-44
COCCN(C(=O)c1cccc(-n2cnnn2)c1)c1c(N)n(CC(C)C)c(=O)[nH]c1=O	i	1	-3	-7	-0.9	-5	-0.3	-2	5

Profiles, looked up by structure.
c1ccc(CSc2nnc(-c3ccccc3)c(-c3ccccc3)n2)cc1 is listed with Neddyl block = i; Rin1-Abl PPI inh = -1; FAS-TE inh = 22; eLon inh = 3; MsrA inhibitor = 1.0; CSN deneddyl inh = -2; TbMetRS inhib = -0.1; bovine MsrA act = -2; PABP1 MLLE inh = -9
Cc1cccc(CCN(CC(=O)NC2CCCCC2)C(=O)c2csnn2)c1 is listed with Neddyl block = i; Rin1-Abl PPI inh = 3; FAS-TE inh = -4; eLon inh = -10; MsrA inhibitor = 0.3; CSN deneddyl inh = -9; TbMetRS inhib = -0.1; bovine MsrA act = -2; PABP1 MLLE inh = 4

(cont.)
SMILES	Neddyl block	Rin1-Abl PPI inh	FAS-TE inh	eLon inh	MsrA inhibitor	CSN deneddyl inh	TbMetRS inhib	bovine MsrA act	PABP1 MLLE inh
CCCOc1ccc(-c2nc(OCC)c3ccccc3n2)cc1	i	-2	28	-1	-0.2	6	-0.6	-2	9
O=C1c2ccccc2C(=O)c2cc(NC(=O)C3CC3)ccc21	i	-3	-11	-3	2.2	-6	-0.5	-3	16
COC(=O)c1cccc(COC(=O)c2ccccc2NC(=O)c2ccco2)c1	i	4	30	-7	-0.8	-1	-1.1	-10	4
COc1ccc(-c2nnc(SC(=O)N3c4ccccc4Sc4ccccc43)o2)cc1	i	6	52*	0	-0.2	2	-0.2	4	-85
COc1ccc(N/N=C(\C#N)C(=N)N2CCOCC2)cc1	i	-1	-4	1	3.6	4	-0.7	-3	-5
O=C(Cc1ccccc1)NN1C(=O)C2C3C=CC(C3)[C@@H]2C1=O (some centres undefined)	i	0	-10	-3	-0.8	-6	-0.2	-4	0
O=C(c1ccc(Cl)c(S(=O)(=O)N2CCCCC2)c1)N1CCCCC1	i	2	-3	-11	0.4	-4	0.0	-3	-3
Cc1cc(OCC(=O)N(C)C2CCCCC2)cc(C)c1Cl	i	-1	18	2	-0.1	-2	0.2	-2	3
CN(CCCC(=O)Nc1ccccc1F)S(=O)(=O)c1ccc(F)cc1	i	-1	-3	-6	-1.8	5	0.8	-3	-15
O=C(CCCN1C(=O)NC2(CCCC2)C1=O)N1CCN(S(=O)(=O)c2ccccc2)CC1	i	-1	-2	0	0.6	-3	-0.3	-1	-44
COc1ccc(NS(=O)(=O)c2nnc(NC(=O)c3ccccc3F)s2)cc1	i	3	-12	-7	2.4	4	-0.1	-8	-6
CCn1c(=O)cc(OCC(=O)N2CCCCCC2)c2ccccc21	i	-1	-5	5	-0.8	0	1.0	3	15
CC(C)CNc1nc(S(=O)(=O)c2ccccc2)c(Cl)s1	i	-1	9	8	0.4	0	-0.6	-1	5
CCc1c(C)sc(NC(=O)Cn2nc(C)c([N+](=O)[O-])c2C)c1C(N)=O	i	-1	4	5	-0.4	0	0.2	-3	21
CCOC(=O)C1=C(CSc2nc(-c3ccncc3)ccc2C#N)OC(N)=C(C#N)C1c1ccc(OC)cc1 (centres undefined)	i	1	20	-45	4.1	28	-0.9	-5	-18
COc1ccccc1C1OCC(C)(C)CO1	i	0	-6	2	1.6	4	0.2	-1	-10
FC(F)(F)c1ccc(Cl)c(Nc2nnc(-c3ccncc3)s2)c1	i	1	-4	-3	-0.9	3	-1.1	-4	-4
Cc1cc(C)n(-c2nc3c(c(=O)[nH]c(=O)n3C)n2Cc2ccccc2)n1	i	-2	-5	-1	-0.2	-2	-0.2	1	11
Cc1cc(C(=O)COC(=O)/C=C/c2cccc(F)c2)c(C)n1C	i	-1	13	-8	-0.4	2	0.1	-3	-7
CN(Cc1cccnc1)C(=O)c1cc(COc2ccc3c(c2)CCCC3)on1	i	-1	-124	-2	-1.7	-3	0.2	-3	-2
Cc1ccc(S(=O)(=O)N2CCCCC2)cc1NC(=O)c1cccnc1	i	5	-5	-12	-0.1	-3	-0.5	-7	-4
CCn1c(SCC(=O)Nc2nonc2C)nnc1-c1ccco1	i	3	-9	-9	0.0	0	-0.8	-15	-2
Cc1ccc(C)c(NS(=O)(=O)c2cc(C(=O)Nc3ccccc3-c3ccccc3)ccc2Cl)c1	i	1	24	0	2.3	1	-1.3	-12	-2
CCc1nnc(NC(=O)c2cccc(S(=O)(=O)N3CCN(C)CC3)c2)s1	i	-3	-8	-5	2.9	-3	-0.2	-3	-40
O=C(CN1C(=O)C(=O)N(Cc2ccccc2)C1=O)Nc1ccc(F)c(Cl)c1	i	0	4	-8	-0.9	-9	-0.4	-5	8
O=C(O)c1ccc(CNS(=O)(=O)c2ccc3ccccc3c2)cc1	i	4	-2	2	1.0	1	-0.5	-3	16
FC(F)(Cl)c1nnc2ccc(Cl)nn12	i	-1	-1	2	0.8	15	0.0	-3	14
CCC(C)NC(=O)/C=C1\Sc2ccccc2NC1=O (centres undefined)	i	-2	-8	-1	-0.4	-2	0.1	-1	10
CSc1ncc(CN2CCN(C3CCN(C(C)C)CC3)C(CCO)C2)cn1 (centres undefined)	i	-6	-3	6	-2.0	-8	0.0	-1	-1
Cc1nn(-c2ccccn2)c2c1C(=O)C(Br)CC2 (centres undefined)	i	0	-2	7	·	7	0.1	-3	33
O=c1c(Br)ccc(Br)cc1Br	i	4	2	0	2.0	21	-0.1	-9	20
CCCc1cc(=O)n2nc(N3CCC(C(=O)Nc4cccc(C(C)=O)c4)CC3)sc2n1	i	1	-3	1	-0.7	1	-0.9	-15	7
CC1(c2ccccc2Cl)NC(=O)N(CC(=O)N2CCc3ccccc3C2)C1=O (centres undefined)	i	-6	-4	-4	-1.6	-2	0.4	-1	-24
CCOC(=O)c1c(NC(C)=O)sc(/C(C)=N/Nc2ccc(C(=O)O)cc2)c1C	i	-2	4	-8	4.5	5	-0.1	-4	11
O=C(O)c1cc(NC(=O)c2ccccc2F)cc(NC(=O)c2ccccc2F)c1	i	-1	-7	2	0.1	-2	-0.3	0	0
Cc1ccc(OCCNC(=O)c2cccc(Oc3ccc(C(F)(F)F)cc3[N+](=O)[O-])c2)cc1	i	-2	25	-17	0.0	-4	-0.1	1	-5
CCCNC(=O)c1cc(C2CCCN(C(=O)c3ccc4c(c3)CCO4)C2)on1 (centres undefined)	i	1	-6	-4	0.2	2	-0.2	-1	-5
CN(Cc1ccc(F)cc1)Cc1nc(-c2ccccc2)no1	i	-3	24	-9	2.0	0	-0.3	-3	-9
COc1ccc(CN2CCC(c3nc4ccc(Cl)cc4[nH]3)CC2)cc1	i	6	-5	-7	-0.3	-6	0.3	-5	-1
CNC(=O)NC(=O)COC(=O)/C=C/c1cccc(Br)c1	i	2	-2	-8	-1.0	0	-0.4	0	-10
Cc1ccc(OCC(=O)Nc2ccc(S(=O)(=O)Nc3ccccn3)cc2)cc1	i	-2	0	-4	0.0	-10	0.1	-5	4
Cc1cccc(NC(=O)c2c(O)c3ccccc3[nH]c2=O)c1	·	3	-1	9	0.8	-3	-1.8	-7	-2
CCN(C(=O)C(C)N1C(=O)/C(=C/c2cccs2)SC1=S)C1CCS(=O)(=O)C1 (centres undefined)	i	-1	1	1	1.7	1	-0.6	-6	-1
CCc1nc2c(OCc3ccccc3C(=O)OC)cccn2c1N(C)C(=O)c1ccncc1	i	1	-10	-3	2.1	0	-0.1	-6	4
CCCn1nnnc1NCc1ccc(CC)cc1	i	-3	-4	-6	-1.5	-3	-0.3	1	8
CC1CCN(C(=O)c2ccc(S(=O)(=O)NCc3ccco3)cc2)CC1	i	0	-4	-14	2.0	-1	-0.4	-2	-6
COCCCNc1nc2ccccc2[nH]c1=O	i	-1	-5	12	-0.1	-2	0.5	-2	16
COc1ccc2c(OC)c3ccoc3nc2c1OC	·	-1	0	-4	1.9	-3	0.5	-2	-20
Cc1cc(C)nc(SCCC(=O)N(C)C)n1	i	0	-6	0	-1.4	-1	-1.4	-13	25
CCOC(=O)c1nnn(CC(=O)N2N=C(c3ccc(Cl)cc3)CC2c2ccc(OC)cc2)c1C(=O)OCC (centres undefined)	i	-1	18	3	0.7	0	0.4	3	8
